TCR activator: Activators of T cell receptors: qHTS campaign | primary human leukocytes, anti-CD3, IL-2 HTRF, 48 h | AID 504894, 2011 | Potency, µM (doses to about 9.22 µM), without a hit: top-dose activation of IL-2 secretion, usual class: activators | 330,000 tested, under 10 active; further: % of control where 0% means no effect
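Primary human leukocytes were stimulated with a-CD3 beads plus compounds for 48 hr without co-stimulation; secreted IL-2 was quantified by HTRF using a-IL-2-K (europium cryptate) and a-IL-2-d2, excited at 320nm with acceptor emission read at 665nm.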
TSHR antag: Antagonists of the Thyroid Stimulating Hormone Receptor: HTS campaign | activity change, negative = inhibition, % at 11.5 µM | AID 504810, 2011 | TSHR-expressing cells, TSH-stimulated cAMP HTRF, 2 h; hits give low values | 0.2% of 330,000 active;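 active means activity change below a set negative limit, meaning inhibition stronger than a set level, cut at about -70% in these data; inconclusive means activity change between two set negative limits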; further: on the % scale 0 is the no-effect control and ±100 the full control effect
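Antagonism was scored as loss of TSH-driven cAMP in TSHR cells, stimulated with 4nM TSH (EC80) for 2 hours at 37 deg C and detected by homogeneous HTRF competition immunoassay.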
ELG1 DNA repair: qHTS screen for small molecules that inhibit ELG1-dependent DNA repair in human embryonic kidney (HEK293T) cells expressing luciferase-tagged ELG1 | HEK293T ELG1-luciferase reporter, luminescence, 16 h; DNA damage induced by 5-fluorouridine | Potency, µM (doses to about 46.1 µM), for the others: at the highest dose activity change, negative = inhibition, actives largely listed as inhibitors | 2.3% of 330,000 active; further: potency means the concentration at half of the fitted maximal effect; on the % scale 0 is the no-effect control and ±100 the full control effect; nearly all actives have a fitted effect of over 55% in size
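5-Fluorouridine DNA damage + compound/DMSO, 2,000 cells/well, 16 h, 37 °C/5% CO2. ONE-Glo, 30 min RT, luminescence. Readout = decrease in reporter signal.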
AT treatment: qHTS Assay for Identifying a Potential Treatment of Ataxia-Telangiectasia; […] A-T fibroblasts, KAP-1 phosphorylation AlphaLISA; neocarzinostatin DNA damage 30 min before lysis; Potency, µM (titrated, usually from 57.5 µM), without a hit: at the highest dose activation, most hits filed as activators; 0.19% of 320,000 active; AID 485349, 2010; further: potency means the concentration at half of the fitted maximal effect; % of control where 0% means no effect; nearly all actives have a fitted effect of over 45% in size
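hTERT-immortalized A-T patient fibroblasts ([…]), 500 cells/well in OPTI-MEM, 1% FBS, got compounds for 60 min, then NCS for 30 min at 37C. Lysates were then assayed for phospho-KAP-1 by AlphaLISA (anti-pKAP1 donor, anti-KAP1 acceptor beads), 6 hr at 25C.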
Eya2 inh: qHTS Assay for Inhibitors of the Phosphatase Activity of Eya2 | recombinant Eya2, OMFP fluorescence dephosphorylation (OMFP is methylfluorescein phosphate) | Potency, µM (top dose mostly 76.9 µM), inactives show at the highest dose activity, negative = inhibition, actives largely listed as inhibitors | 0.006% of 330,000 active | AID 488837, 2010; further: potency means the concentration at half of the fitted maximal effect; on the % scale 0 is the no-effect control and ±100 the full control effect
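Eya2 protein (added as 0.2 uM solution) was preincubated with compound for 10 min at ambient temperature in 50 mM HEPES pH 7.5, 50 mM NaCl, 5 uM MgCl2, 0.05% BSA, 1 mM DTT. OMFP (added at 50 uM) then reacted 10 min; fluorescence read at 485/525 nm.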
Mito fusion act: qHTS Assay for Small Molecule Inhibitors of Mitochondrial Division or Activators of Mitochondrial Fusion; 0.23% of 320,000 active; S. cerevisiae fusion-defective mutant growth rescue, CellTiterGlo 48 h; Potency, µM (series often up to 46.1 µM), for inactives: at the top dose growth rescue (activation), hits mostly activators;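 further: potency means the concentration at half of the fitted maximal effect; % of control where 0% means no effect; nearly all actives have a fitted effect of over 45% in size; temperature-sensitive fusion mutants such as fzo1-1 at 37 °C on non-fermentable ethanol glycerol medium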
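Temperature-sensitive fusion-defective S. cerevisiae (e.g. fzo1-1, mgm1-5) were grown with compound in YPEG medium (3% ethanol, 3% glycerol) for 48 hours at 37C. Growth rescue was measured as viability by CellTiterGlo luminescence after 10 minutes at ambient.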
TRPV1 ag: HTS Assay for Compounds that Act as Agonists of the Vanilloid Receptor 1. 0.19% of 320,000 active. Transient receptor potential cation channel subfamily V member 1 (Homo sapiens), Q8NER1. AID 540275, 2011. TRPV1-expressing cells, Fluo-8 calcium influx, agonist mode. activation, % at 8.33 µM; in the data active means activation above about 80%; inconclusive means between about 30% and that limit; further: 0% is about no effect
Target sequence (Q8NER1 whole entry, looked up): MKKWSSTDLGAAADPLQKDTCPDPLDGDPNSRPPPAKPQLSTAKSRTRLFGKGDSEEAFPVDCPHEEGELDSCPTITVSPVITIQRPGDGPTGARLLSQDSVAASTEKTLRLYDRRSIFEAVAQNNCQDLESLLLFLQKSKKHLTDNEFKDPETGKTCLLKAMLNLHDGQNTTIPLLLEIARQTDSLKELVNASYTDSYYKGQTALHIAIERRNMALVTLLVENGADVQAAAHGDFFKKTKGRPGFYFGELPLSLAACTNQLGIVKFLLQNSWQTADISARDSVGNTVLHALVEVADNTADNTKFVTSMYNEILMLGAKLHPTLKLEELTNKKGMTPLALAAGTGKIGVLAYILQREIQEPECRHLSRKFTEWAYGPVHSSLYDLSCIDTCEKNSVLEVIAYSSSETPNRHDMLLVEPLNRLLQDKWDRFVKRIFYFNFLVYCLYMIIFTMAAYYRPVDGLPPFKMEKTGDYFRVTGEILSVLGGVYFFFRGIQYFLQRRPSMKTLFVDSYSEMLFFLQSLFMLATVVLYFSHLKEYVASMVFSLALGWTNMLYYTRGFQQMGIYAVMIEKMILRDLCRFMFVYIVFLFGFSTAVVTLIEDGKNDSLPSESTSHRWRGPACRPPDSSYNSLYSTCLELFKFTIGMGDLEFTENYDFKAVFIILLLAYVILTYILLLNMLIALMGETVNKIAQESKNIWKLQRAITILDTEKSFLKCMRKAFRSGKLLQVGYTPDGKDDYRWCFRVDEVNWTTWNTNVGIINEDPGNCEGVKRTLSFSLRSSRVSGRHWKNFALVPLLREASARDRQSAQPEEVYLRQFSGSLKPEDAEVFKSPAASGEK
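Fluo-8 calcium influx in TRPV1-expressing cells, kinetic read (ex 480/em 520 nm). Compound added and read 3 min for agonist activity, followed by capsaicin at EC20 final and 2 min further read for enhancement.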
KCNH2 3.1 inh: qHTS for Inhibitors of KCHN2 3.1: Mutant qHTS; U2OS KCNH2 3.1, thallium flux FluxOr; hits give low values; activity change, % (tested at about 1.8 µM); Potassium voltage-gated channel subfamily H member 2, brain isoform KCNH2 3.1 (human); 0.95% of 340,000 active;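 active means maximum activity change below -70%; inconclusive means maximum activity change from -70% to -50%; inactive means maximum activity change above -50%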;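 further: thallium influx rate constant from kinetic fluorescence after stimulation buffer; on the % scale 0 is the no-effect control and ±100 the full control effect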
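Thallium flux via FluxOr fluorescence (Red40 quencher, 45 min loading) in U2OS cells virally expressing the KCNH2 3.1 isoform (1.77 x 10^8 /mL virus, overnight at 37 C). Rate constants from 2-min kinetic reads post-stimulation, normalised to positive and negative controls.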
USP2a inh: qHTS Assay for Inhibitors of Ubiquitin-specific Protease USP2a Using CHOP2 as the Reporter; USP2 core, Ub-CHOP2 coupled fluorogenic reporter, 485/531; 0.01% of 330,000 active; AID 463254, 2010; Potency, µM (highest dose often 38.3 µM), for the others: top-dose activity change, negative = inhibition, hits mostly inhibitors; Ubiquitin carboxyl-terminal hydrolase 2 (Homo sapiens), O75604;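 further: potency means the concentration at half of the fitted maximal effect; plate controls were DMSO wells for no effect and full inhibition by NEM control for full effect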
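Cell-free coupled assay: 10nM USP2 core preincubated 30min RT with compound in Tris-HCl pH 8.0/CaCl2/CHAPS buffer, then 25nM Ub-CHOP2 and 25nM reporter substrate; fluorescence (Ex 485/Em 531) read after 60min RT, normalized to NEM inhibition, concentration-response curves fitted.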
hERG WT inh: qHTS for Inhibitors of KCHN2 3.1: Wildtype qHTS; Voltage-gated inwardly rectifying potassium channel KCNH2 (Homo sapiens), Q12809; U2OS, BacMam KCNH2, thallium flux FluxOr; hits give low values; activity change, % at 1.84 µM; 0.37% of 340,000 active; AID 720551, 2013;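 active means maximum activity change below -70%; inconclusive means maximum activity change between -70% and -50%; inactive means maximum activity change above -50%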; further: on the % scale 0 is the no-effect control and ±100 the full control effect
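U2OS cells transduced with wild-type KCNH2 virus are loaded with FluxOr dye for 45 min, and thallium flux is measured in kinetic reads before and after stimulation buffer. Rate constants are normalized to DMSO controls.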
* = called active by the depositor; u = inconclusive; x = not tested or not shown; [ ] = dose if it differs, or a comment. Unless noted, the call rests on the fitted dose curve; in most records, active means well fitted curve in the direction sought with a large enough effect; inconclusive means small, poorly fitted or top-dose-only effect, or another doubt; inactive means no such curve, though single readings can be large; an effect the other way counts as inactive or inconclusive.

structure	TCR activator	TSHR antag	ELG1 DNA repair	AT treatment	Eya2 inh	Mito fusion act	TRPV1 ag	KCNH2 3.1 inh	USP2a inh	hERG WT inh
CCc1c(O)cc2n(c1=O)-c1ccccc1C2(C)C	-6%[46.1 µM]	-3	u	x	-7%	6%	-3	-13	1%	-24
N#CC(c1ccc(Cl)cc1)c1ncc(C(F)(F)F)cc1Cl (centres undefined)	-1%	-16	5%	7%	-16%	3%	1	-2	-4%	2
COc1ccc(-c2csc(Nc3cc(C)ccn3)n2)cc1C	-3%	14	u	29%	2%	8%	u	9	0%	-1
NC1=NC2(CCCCC2)N=C(Nc2ccc(Br)cc2)N1	8%[46.1 µM]	15	u	3%	8%	-19%	-2	6	6%	3
CC(C)COc1ccc(-c2nn(-c3ccccc3)cc2/C=C2/SC(=S)N(CC(=O)O)C2=O)cc1	x	-17	6%	-2%	9%	-12%	-2	-3	-1%	-10
CCCCc1nc2ccccc2c(NC(=O)CN(CC)CC)c1CCC	0%	-2	u	x	-1%	-3%	22	-11	3%	-18
COc1ccc(Cc2nnc(NC(=O)c3ccccc3C)s2)cc1	0%	2	-2%	1%	4%	-5%	7	-21	-1%	-2
N#Cc1c(-c2ccccc2)[nH]c(=S)[nH]c1=O	4%	0	1%	3%	0%	1%	-2	-5	0%	-3
CC1CCN(C(=O)CNC(=O)c2cccc(OC(F)F)c2)CC1	2%	9	u	4%	10%	8%	4	0	2%	x
Cc1cc(Cl)c(C)c(S(=O)(=O)N2CCN(C(=O)C3CCCO3)CC2)c1Cl (centres undefined)	0%	-8	25%	3%	12%	0%	1	7	1%	-8
COc1ccc2oc(=O)c(C(=O)N3CCN(c4ccc(F)cc4)CC3)cc2c1	-7%[46.1 µM]	0	-14%	-1%	4%	11%	5	-7	1%	-2
Cc1ccc(N2CCN(S(=O)(=O)N(C)C)CC2)cc1Cl	3%	-15	10%	x	-7%	3%	3	8	1%	-14
O=C(COC(=O)CNC(=O)C1CCCCC1)Nc1ccccc1OC(F)F	-10%	0	27%	16%	-19%	x	x	13	6%	1
Cc1occc1C(=O)NNC(=O)c1cccc(F)c1	6%	-6	u	2%	-2%	-1%	4	7	0%	-7
CC(=O)c1ccc(NC(=O)CSCC(=O)Nc2ccc3ccccc3c2)cc1	-11%	24	13%	4%	17%	-2%	2	-23	3%	3
O=C(NCC(=O)N1CCCC(C(F)(F)F)C1)c1ccccc1Br (centres undefined)	5%	6	u	x	0%	-3%	0	5	0%	-8
CC(NC(=O)C1CCC(CNS(=O)(=O)c2ccccc2)CC1)c1ccccc1 (centres undefined)	3%	-1	-2%	16%	-10%	-1%	4	-6	0%	0
CC(C)Oc1ccc(CCc2nnc(SC(C)C(=O)O)n2-c2ccccc2)cc1 (centres undefined)	6%	-4	12%	3%	2%	3%	3	5	0%	2
COc1ccc(/C=N/NC(=O)C[n+]2ccccc2)c(OC)c1	6%	-6	10%	-1%	6%	5%	2	-2	9%	6
CCC(C(=O)NCCC1=CCCCC1)c1ccccc1 (centres undefined)	-1%[46.1 µM]	-2	1%	2%	-6%	5%	u	6	-2%	-7
O=C(COc1ccc2c(c1)CCC2)NCc1ccccc1	-10%[46.1 µM]	-13	8%	10%	4%	4%	u	0	2%	-2
COC(=O)c1cc(C(=O)OCC(=O)N2c3ccccc3NC(=O)C2(C)C)cc([N+](=O)[O-])c1	5%[46.1 µM]	-5	-7%	3%	-5%	-1%	-6	0	6%	2
CCOc1ccc(S(=O)(=O)N2CCCCC2)c2ccccc12	2%	10	6%	16%	-1%	-10%	28	-12	2%	-1
CC(C)(C)C(=O)Nc1sc(-c2ccccc2)cc1C(=O)O	2%	-16	u	-5%	5%	18%	-1	8	4%	6
CNC(=O)NC(=O)C(C)OC(=O)c1cc2c(s1)CCCCC2 (centres undefined)	-4%[46.1 µM]	-13	-2%	4%	5%	-7%	u	-98*	1%	-5
CC(=O)Nc1ccc(S(=O)(=O)N2CCN(c3nc4ccccc4n3CC(C)C)CC2)cc1	x	-3	u	5%	-1%	-2%	22	-19	3%	-12
COc1ccc(NC(=O)CCc2nc3ccccc3c(=O)[nH]2)cc1S(=O)(=O)N1CCCCC1	6%	-7	26µM*	4%	5%	x	x	24	0%	4
NC(=O)C1CCCN(C(=O)c2ccc3nc(Cc4cccc(Cl)c4)oc3c2)C1 (centres undefined)	-4%	-15	-2%	0%	9%	-4%	1	5	-2%	-2
COc1ccc(S(N)(=O)=O)cc1C(=O)OCC(=O)N1CC(=O)Nc2ccccc21	-1%	5	2%	-6%	16%	-4%	-6	40	1%	18
Cc1n[nH]c(=O)c2c(NC(=O)CSc3nn(-c4ccc(F)cc4)c(=S)s3)oc(C)c12	2%	-4	11%	-2%	-16%	-1%	-1	0	0%	-4
NN1C(=O)NC(c2ccccc2)(c2ccccc2)C1=O	11%	0	1%	3%	10%	2%	-3	-6	0%	-3
CCCNC(=S)Nc1ccccc1	0%	1	2%	1%	3%	-17%	-2	-9	2%	5
COc1cc(CCC(=O)Nc2sccc2C#N)cc(OC)c1OC	-1%	8	23µM*	3%	8%	-2%	2	-24	1%	0
Cc1cccn2c(=O)c3cc(C(=O)NCc4ccco4)c(=N)n(CCc4ccccc4)c3nc12	-6%	-3	0%	-18%	9%	2%	u	-16	1%	-5
CCCCNC(=O)/C(C#N)=C/c1ccc(-c2ccc(S(=O)(=O)N3CCOCC3)cc2)o1	2%[46.1 µM]	-17	-23%	6%	-10%	5%	5	-9	-6%	0
O=[N+]([O-])c1cccc(-c2ccc(/C=N/NC(=S)Nc3cccc(F)c3)o2)c1	-44%	-20	u	5%	1%	17%	1	-15	-1%	-6
CC[C@@]12C(=O)N(c3cccc(F)c3)C(=O)N1[C@H](c1cccc(C)c1)[C@@H]1C(=O)N(Cc3ccccc3)C(=O)[C@@H]12	-1%	9	-14%	-14%	-7%	2%	2	-5	2%	-4
CC(CC1C(C#N)=C(N)SC(N)=C1C#N)c1ccccc1 (centres undefined)	1%	9	u	18%	13%	5%	x	-7	1%	-7
COc1ccc2nc(NC(=O)c3cccs3)sc2c1	-5%	-7	u	-2%	4%	4%	u	11	4%	1
C#CCN1C(=O)S/C(=C\c2ccc(-c3ccc(Cl)c(C(=O)O)c3)o2)C1=O	3%	-30	u	-11%	-29%	0%	-3	12	-1%	1
CCOC(=O)c1ccc(NC(=O)C2CC(=O)N(c3ccc4c(c3)OCCO4)C2)cc1 (centres undefined)	11%	-11	-1%	9%	6%	-1%	5	4	1%	-8
CCN1CCN(S(=O)(=O)c2ccc(Cl)c(C(=O)Nc3ccc(OC(F)F)cc3)c2)CC1	16%	2	-12%	-3%	-9%	-1%	1	2	1%	36
N#Cc1cc(C(=O)c2ccccc2O)cn(-c2nccs2)c1=O	3%[46.1 µM]	-18	-5%	-4%	u	0%	87*	-22	u	2
CCOC(=O)C1=C2NC(=O)c3ccccc3N2C(=O)C1	4%	1	13%	2%	7%	0%	3	-6	1%	-6
CN(C)CCCn1c2c(c(SCC(=O)Nc3cccc4ccccc34)nc1=O)CCC2	2%	0	-2%	-8%	-4%	2%	-1	-12	2%	10
CN(C)CC(O)CN1C(=O)NC(C)(C)C1=O (centres undefined)	4%	0	5%	2%	-7%	1%	0	-5	0%	-1
CCCNC(=O)c1oc2ccc3c(c2c1C)C(O)CC(C)(C)O3 (centres undefined)	1%	-2	u	1%	-3%	0%	2	6	-1%	1
Oc1ccccc1N1CCN(Cc2ncc(-c3ccccc3)o2)CC1	4%	5	0%	-10%	1%	3%	18	-5	-8%	-3

High-throughput results (PubChem)

The list is partial. The share of hits here may be higher or lower than overall.
